AGP1-GFP MLPCN: yeast TOR pathway AGP1-GFP modulation | S. cerevisiae AGP1-GFP multiplex flow cytometry, 3 h; GFP as percent of DMSO wells | GFP response vs DMSO, % at 10 µM | 320,000 compounds, 0.02% hits | AID 2066;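 active = GFP response relative to DMSO above a set limit, near screen average plus 3 SD, cut at about 150% in these data; inconclusive = fewer than 70 cells counted for the yeast strain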;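 note: median GFP channel fluorescence of the gated AGP1 strain per well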
MEP2-GFP yeast: modulators of TOR pathway MEP2-GFP in S. cerevisiae; S. cerevisiae MEP2-GFP strain, flow cytometry GFP, 3 h; 100% = DMSO control level; GFP response vs DMSO, % at 10 µM; 330,000 compounds, 0.51% hits; AID 2016;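 active = GFP response versus DMSO above a set limit, roughly screen mean plus 3 SD, cut at about 180% in these data; inconclusive = fewer than 70 cells counted for a yeast strain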;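 note: median GFP fluorescence of the barcode-gated MEP2-GFP cells per well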
GRK2 inh: human GRK2 inhibition via aptamer displacement; 330,000 compounds, 0.59% hits; P25098; bead flow cytometry, FAM-aptamer displacement from GRK2; inhibition of aptamer binding, % at 10 µM; AID 488847;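 active = inhibition of aptamer binding above 40%, roughly 3 SD of noise, on plates passing a quality check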;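 note: median bead fluorescence of bound FAM aptamer so fluorescent compounds give negative values; no value below 0 was filed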
CIT2 TOR yeast: modulators of TOR pathway CIT2-GFP in S. cerevisiae; S. cerevisiae CIT2-GFP strain, flow cytometry, 3 h; 100 means same as DMSO wells; GFP response vs DMSO, % at 10 µM; 320,000 compounds, 0.065% hits; AID 2029;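 active = GFP response relative to DMSO above a set limit, near the screen mean plus 3 SD, cut at about 150% in these data; inconclusive = Fewer than 70 cells measured for a yeast strain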;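 note: ratio of well median GFP fluorescence to mean of DMSO wells on the plate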
RPL19A-GFP yeast: alters RPL19A-GFP fluorescence in TOR pathway yeast screen. S. cerevisiae RPL19A-GFP strain, flow cytometry, 3 h; stronger effect = lower value. percent response vs DMSO, % at 10 µM. 330,000 compounds, 0.3% hits. AID 2025;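 active = percent response vs DMSO below 50%; inconclusive = fewer than 70 events counted for the yeast strain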;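 note: median channel GFP fluorescence of the barcoded RPL19A-GFP strain; ratio of sample median GFP to plate DMSO average so 100% = DMSO; lower means less RPL19A-GFP as with rapamycin TOR inhibition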
GASC-1 inh: human JMJD2C demethylase inhibition; Q9H3R0; AID 2099; GST-JMJD2C(1-420) H3K9me3 demethylation, DELFIA europium; 330,000 compounds, 0.069% hits; inhibition, % at 2.35 µM;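 active = more than half of a compound's replicate wells show inhibition beyond 50%, single wells judged on their own value; inconclusive = some, but no more than half, of replicates pass 50% inhibition; inactive = no replicate passes 50% inhibition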;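 note: signal counts dimethyl H3K9 product captured on neutravidin plate; 0% = median of DMSO wells and 100% = 0.3 times that DMSO median; strong numbers were not always called active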
Target sequence (Q9H3R0 1-420 limits assumed): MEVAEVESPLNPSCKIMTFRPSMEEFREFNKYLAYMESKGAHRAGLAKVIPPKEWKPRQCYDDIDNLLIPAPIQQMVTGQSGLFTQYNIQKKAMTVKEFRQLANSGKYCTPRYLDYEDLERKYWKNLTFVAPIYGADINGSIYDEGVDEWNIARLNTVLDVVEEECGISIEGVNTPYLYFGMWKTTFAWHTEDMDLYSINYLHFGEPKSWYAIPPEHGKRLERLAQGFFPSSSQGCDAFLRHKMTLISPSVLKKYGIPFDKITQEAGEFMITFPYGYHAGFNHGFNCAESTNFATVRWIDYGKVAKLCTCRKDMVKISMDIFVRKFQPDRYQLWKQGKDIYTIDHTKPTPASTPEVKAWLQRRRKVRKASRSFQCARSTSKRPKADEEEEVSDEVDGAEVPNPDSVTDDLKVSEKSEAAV
VLA-4 inh: inhibition in a human VLA-4 binding assay; VLA-4 expressing cells, ligand binding flow cytometry; inhibition, % (about 7 µM as worked out from the volumes in the protocol); 330,000 compounds, 0.2% hits; in the data active = inhibition above about 50%
LAP4-GFP MLPCN: alters LAP4-GFP fluorescence in TOR pathway yeast screen. AID 2023. S. cerevisiae LAP4-GFP multiplex, flow cytometry GFP, 3 h; median GFP as percent of DMSO wells. 320,000 compounds, 0.34% hits. GFP response vs DMSO, % at 10 µM;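 active = GFP response vs DMSO above a set limit, about the screen mean plus 3 SD, cut at about 150% in these data; inconclusive = under 70 cell events counted for the yeast strain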
Numbers without * were called inactive; ? = inconclusive; . = not tested or not shown; & = joins results of further samples.

SMILES	AGP1-GFP MLPCN	MEP2-GFP yeast	GRK2 inh	CIT2 TOR yeast	RPL19A-GFP yeast	GASC-1 inh	VLA-4 inh	LAP4-GFP MLPCN
COc1ccc(/C(C)=N/NC(=O)c2nnn(-c3nonc3N)c2-c2cccs2)cc1OC	95	112	1	102	99	22	0	97
CC(C)c1ccc(CNNC(=O)c2ccccc2)cc1	75	89	0	88	86	-10	5	84
COC(=O)C1=CN(Cc2cccs2)C=C(C(=O)OC)C1c1ccc(OC)cc1OC	99	104	0	96	97	24	3	98
CS(=O)(=O)N(CC(N)=O)Cc1ccc(Cl)cc1	102	105	0	103	102	5	12	100
CN1C(=O)/C(=C2\SC(N3CCCCCC3)=NC2=O)c2ccccc21	95	101	0	.	102	-1	-16	102
Cc1cccc(-n2c(SCC(=O)N3CCC(C(=O)O)CC3)nc3ccccc3c2=O)c1C	102	107	0	98	101	-10	-5	100
Cc1cc(NC(=O)CSc2nc(N)c(NC(=O)c3ccc(F)c(F)c3)c(=O)[nH]2)no1	?	?	0	?	?	4	5	?
O=C(Nc1ncc(Cc2ccccc2)s1)C1COc2ccccc2O1 (stereo unspecified)	100	105	0	99	100	7	8	94
NC(=O)c1ccsc1NC(=O)C1CC1	105	112	0	100	102	3&-4	-2	104
Oc1[nH]c2ccccc2c1N=Nc1c(F)c(F)c(Cl)c(F)c1F	110	117	0	114	113	6	4	110
O=C(Nc1ccccc1)c1nc[nH]c1C(=O)NCCCCCCNC(=O)c1[nH]cnc1C(=O)Nc1ccccc1	110	107	0	101	103	.	10	103
COc1cc([N+](=O)[O-])ccc1NC(=O)/C=C\C(=O)O	92	87	0	95	89	10	2	101
CCc1ccc(S(=O)(=O)N2CCCC(N3CCN(c4ccc(OC)cc4)CC3)C2)cc1 (stereo unspecified)	107	108	5	.	104	1	-3	111
C=CCn1c(C)cc(C2=NNC(=NC(C)(C)C)SC2)c1C	92	101	0	94	97	-13	46	86
Cc1[nH]c(=O)[nH]c(=O)c1S(=O)(=O)N1CCCC(C(=O)NCCc2ccc(Cl)cc2)C1 (stereo unspecified)	92	93	2	87	90	-1	6	93
COc1ccc(OC)c(NC(=S)N2c3ccccc3CC2C)c1 (stereo unspecified)	73	94	5	92	94	6	10	80
CC(=O)c1cccc(NC(=O)C(C)N2CCc3ccccc3C2)c1 (stereo unspecified)	97	96	1	87	95	-20	-3	95
Cc1noc(C)c1NC(=O)N(C)C[C@H]1Oc2ccc(NS(=O)(=O)c3c(C)noc3C)cc2C(=O)N([C@H](C)CO)C[C@@H]1C	100	101	0	95	96	-10	10	99
Cc1noc(C)c1C(=O)N1CCc2ccccc21	99	101	0	101	97	-2	0	98
CCCCc1nc2cc(C(=O)N3CCCC3)ccc2o1	119	113	0	113	109	4	1	112

The closing 5 records of the part before are carried over, then new ones follow:
SMILES	AGP1-GFP MLPCN	MEP2-GFP yeast	GRK2 inh	CIT2 TOR yeast	RPL19A-GFP yeast	GASC-1 inh	VLA-4 inh	LAP4-GFP MLPCN
COc1ccc(OC)c(NC(=S)N2c3ccccc3CC2C)c1 (stereo unspecified)	73	94	5	92	94	6	10	80
CC(=O)c1cccc(NC(=O)C(C)N2CCc3ccccc3C2)c1 (stereo unspecified)	97	96	1	87	95	-20	-3	95
Cc1noc(C)c1NC(=O)N(C)C[C@H]1Oc2ccc(NS(=O)(=O)c3c(C)noc3C)cc2C(=O)N([C@H](C)CO)C[C@@H]1C	100	101	0	95	96	-10	10	99
Cc1noc(C)c1C(=O)N1CCc2ccccc21	99	101	0	101	97	-2	0	98
CCCCc1nc2cc(C(=O)N3CCCC3)ccc2o1	119	113	0	113	109	4	1	112
Cc1ccc(SCc2nc(-c3ccncc3)no2)cc1	98	97	5	96	99	9	-11	108
Cc1ccc(CSCCNC(=O)c2ccc(NS(C)(=O)=O)cc2)cc1	101	101	0	109	100	5	-8	98
CC(C)OP(=O)(OC(C)C)C(O)c1cccc([N+](=O)[O-])c1 (stereo unspecified)	99	96	1	97	97	-3	6	97
CC(C)CN1CCC(C(=O)NCC2CCCO2)CC1 (stereo unspecified)	94	94	2	90	91	1	2	95
O=C1OCc2ccc(NC(=O)c3sccc3Cl)cc21	101	104	73*	102	103	3	13	98
COc1ccc(C(OC(=O)c2ccco2)C(=O)NC2CCCC2)cc1OC (stereo unspecified)	97	106	4	101	98	-5	-3	91
O=C(O)C1C2C=CC(C2)C1C(=O)NCc1cccs1 (stereo unspecified)	100	97	0	95	96	1	3	94
c1ccc(-n2ncc(-c3nn[nH]n3)n2)cc1	85	93	1	82	90	-13	4	85
Cn1c(SCC(=O)Nc2cccnc2)nnc1-c1ccccc1F	100	100	0	89	96	103	6	98
CCNCCNc1ccc(Cl)cc1[N+](=O)[O-]	103	100	0	101	99	2	20	96
CC(=O)NC(Cc1cccc(F)c1)C(=O)NC1CCN(c2nnnn2-c2ccccc2)CC1 (stereo unspecified)	100	94	3	95	99	0	-8	96
CC/C(=N\NC(=O)c1nnn(-c2nonc2N)c1-c1cccc(OC)c1)c1ccc(C)cc1	100	106	0	101	99	0	10	94
CCOCCCNC(=O)c1cn(CC)c2ccc(S(=O)(=O)N3CCOCC3)cc2c1=O	105	110	3	112	106	13	-15	99
Cc1c(N=NC2=C(O)CCCC2=O)c(=O)n(-c2ccccc2)n1C	101	107	1	104	97	1	7	102
O=C(NCC(=O)N1CCCCCCC1)c1ccc(Cl)cc1	108	99	0	100	103	-3	-6	100
O=C(COC(=O)CNC(=O)c1ccccc1F)Nc1cccc(S(=O)(=O)N2CCCCCC2)c1	101	96	4	94	94	-1	3	100
COc1ccc(Br)cc1/C=N/NC(=O)CNC(=O)C1COc2ccccc2O1 (stereo unspecified)	105	99	1	103	102	-1	21	92
COC(=O)CN1C(c2ccccc2)=Nc2ccc(Cl)cc2C1c1ccccc1 (stereo unspecified)	102	97	1	98	98	-3	27	90
Cn1[nH]c(CSc2ccc(Cl)cc2)cc1=O	104	103	4	100	101	8	-4	110
Cc1csc(=O)n1CC(=O)OCC(=O)Nc1ccc(Cl)cc1F	106	103	1	97	100	-11	39	108

Random excerpt: two records from the list.
SMILES	AGP1-GFP MLPCN	MEP2-GFP yeast	GRK2 inh	CIT2 TOR yeast	RPL19A-GFP yeast	GASC-1 inh	VLA-4 inh	LAP4-GFP MLPCN
Cc1csc(=O)n1CC(=O)OCC(=O)Nc1ccc(Cl)cc1F	106	103	1	97	100	-11	39	108
CC(C)OP(=O)(OC(C)C)C(O)c1cccc([N+](=O)[O-])c1 (stereo unspecified)	99	96	1	97	97	-3	6	97

Next section:
SMILES	AGP1-GFP MLPCN	MEP2-GFP yeast	GRK2 inh	CIT2 TOR yeast	RPL19A-GFP yeast	GASC-1 inh	VLA-4 inh	LAP4-GFP MLPCN
CCC(C)(C)NC(=O)CN(C(=O)c1snc(C(N)=O)c1N)c1ccc(OC)c(OC)c1	91	92	8	100	89	.	0	89
CCOc1ncccc1C(=O)OCC(=O)c1ccc(C)c(C)c1	96	93	2	82	92	2	5	102
COC(=O)CNC(=O)C1Cc2ccccc2CN1S(=O)(=O)c1cccs1 (stereo unspecified)	100	105	0	91	100	18	6	99
Cc1ccc(C(=O)N2CCN(c3ccc(NC(=O)c4ccc5c(c4)OCCO5)cc3)CC2)cc1	103	106	5	109	110	1	4	102
CC1COc2ccccc2N1C(=O)c1ccccc1Cl (stereo unspecified)	71	103	0	75	96	-12	-8	104
CCCn1nc(NC(=O)c2cccs2)c2cc3cc(OC)ccc3nc21	91	90	3	94	96	-4	-22	93
C=CCOc1ccccc1CN1CCC(Cc2ccccc2)CC1	103	110	0	108	101	5	1	90
O=C1NC2(Nc3ccccc31)C(=O)Nc1ccc(Br)cc12 (stereo unspecified)	100	106	3	101	100	5	-6	100
CCC1CCCCN1CCCNC(=O)c1ccc(N2CCCC2=O)cc1 (stereo unspecified)	100	102	3	99	103	1	2	99
CC(=O)Nc1ccc(-c2cc(C(=O)O)c3ccc(C)cc3n2)cc1	107	102	2	109	100	-9	-4	111
COC(=O)c1c(S(=O)(=O)NCc2ccccc2)sc(C(=O)O)c1C	97	99	0	100	93	4	-1	92
O=C(Nc1nnc(COc2ccc(Cl)cc2)s1)c1ccco1	98	100	0	94	96	8	5	116

Outcome played no part in choosing rows. About 1.7% of those tested had a hit in this group.
